CHO-K1 Ca antag: M1 antagonist counterscreen hit in parental CHO-K1 cells; inhibition, % at 3 µM; ATP-induced calcium, Fluo-8 fluorescence; 360,000 compounds, 0.6% hits;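 active = inhibition above a per-plate cutoff, the plate's mean sample inhibition plus 3 SD, cut at about 24% in these data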;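 note: 0% = DMSO plus EC80 ATP and 100% = DMSO alone without ATP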
TAAR1 antag: antagonists of human TAAR1; Q96RJ0; 360,000 compounds, 1.5% hits; CHO RD-HGA16 TAAR1, Fluo-8 calcium fluorescence, antagonist; inhibition, % at 3 µM;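 active = inhibition above a per-plate cutoff, the mean inhibition of test compounds on that plate plus 3 SD, cut at about 49% in these data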;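 note: 0% = DMSO plus EC80 beta-PEA response and 100% = DMSO alone without agonist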
Target sequence (Q96RJ0 whole entry, looked up): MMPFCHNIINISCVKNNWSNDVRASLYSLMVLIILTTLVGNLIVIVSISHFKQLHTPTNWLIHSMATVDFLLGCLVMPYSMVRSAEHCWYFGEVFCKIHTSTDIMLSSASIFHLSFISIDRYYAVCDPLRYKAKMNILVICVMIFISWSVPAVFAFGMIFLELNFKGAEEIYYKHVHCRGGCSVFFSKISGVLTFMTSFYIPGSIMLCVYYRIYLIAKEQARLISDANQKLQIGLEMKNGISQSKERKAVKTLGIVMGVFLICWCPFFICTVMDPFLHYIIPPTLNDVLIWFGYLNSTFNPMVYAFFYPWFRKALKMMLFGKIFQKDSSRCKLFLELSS
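Test system: hTAAR1-expressing CHO RD-HGA16 cells, Gα16-coupled; Probe or stimulus: EC80 β-phenethylamine stimulus; Compound dosing: single nominal final test compound concentration of 3 µM; Timing: 140 s kinetic read after compound, 140 s after agonist; Signal: Fluo-8 calcium-sensitive fluorescence; Measure: % inhibition of agonist calcium response; Controls: DMSO and EC80 PEA controls.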
TAAR1 ag: human TAAR1 agonism. Q96RJ0. CHO RD-HGA16 TAAR1, Fluo-8 calcium fluorescence; vehicle wells 0%, saturating PEA agonist 100%. activation, % at 3 µM. 360,000 compounds, 0.99% hits. AID 624467;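 active = activation above the mean activation of all test compounds in the run plus 3 SD, cut at about 38% in these data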
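System: CHO-derived RD-HGA16 cells with stable Gα16 and human TAAR1. Times: 17-24 h plating, Fluo-8 75 min 37 °C, 30 min RT. Measured by: calcium-sensitive Fluo-8 signal, excitation 470-495, emission 515-575 nm. Read-out basis: % activation relative to PEA EC100 response. Control set: DMSO and PEA EC100. Repeats: no replicates (n 1).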
M1 ag: activates human CHRM1 receptor | CHO-K1 hM1, Fluo-8 calcium fluorescence, agonist mode; 0% DMSO, 100% acetylcholine EC100 | activation, % at 3 µM | 360,000 compounds, 0.33% hits;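 active = activation above the run's mean compound activation plus 3 SD, cut at about 16% in these data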;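 note: peak over basal fluorescence ratio within a 140 s kinetic read after compound addition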
Target sequence (P11229 whole entry, looked up): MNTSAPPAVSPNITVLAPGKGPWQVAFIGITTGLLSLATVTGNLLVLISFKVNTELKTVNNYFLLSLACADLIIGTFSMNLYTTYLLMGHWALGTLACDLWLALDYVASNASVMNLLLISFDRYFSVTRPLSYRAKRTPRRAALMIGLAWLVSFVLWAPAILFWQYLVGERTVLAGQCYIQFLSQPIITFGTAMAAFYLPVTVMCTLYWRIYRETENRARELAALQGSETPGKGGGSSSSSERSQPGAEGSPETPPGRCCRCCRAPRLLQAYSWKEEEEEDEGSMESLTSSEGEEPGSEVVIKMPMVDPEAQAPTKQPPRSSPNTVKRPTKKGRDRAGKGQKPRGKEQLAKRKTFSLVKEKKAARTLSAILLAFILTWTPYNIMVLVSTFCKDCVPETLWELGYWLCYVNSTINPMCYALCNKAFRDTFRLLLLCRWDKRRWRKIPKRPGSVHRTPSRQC
CHO-K1 Ca PAM: M1 PAM counterscreen hit in parental CHO-K1 cells; activation, % at 3 µM; AID 602247; ATP EC20, Fluo-8 calcium fluorescence; 0% at ATP EC20, 100% at ATP max; 360,000 compounds, 0.02% hits;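 active = activation above the run cutoff, the mean activation of all test compounds plus 3 SD, cut at about 40% in these data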;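 note: peak over basal fluorescence ratio in a 140 s read after ATP addition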
CHO parental Ca: counter-screen for OX1R antagonists: effect in parental CHO cells; parental CHO-K1, ATP-induced calcium, Fluo-8 fluorescence; inhibition, % at 5.6 µM; 330,000 compounds, 0.63% hits;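 active = inhibition above that plate's mean sample inhibition plus 3 SD, cut at about 26% in these data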;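 note: 0% = ATP-challenged DMSO wells and 100% = DMSO wells without ATP; some compounds past the cut are filed as inactive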
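Material: parental CHO cells / Compound: single nominal dose of 5.6 µM per compound / Signal: Fluo-8 fluorescence / Replicates: singlicate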
M1 PAM: positive allosteric modulators of human M1 muscarinic receptor | 360,000 compounds, 0.088% hits | activation, % at 3 µM | P11229 | CHO-K1 hM1, Fluo-8 calcium fluorescence, ACh EC20; 0% = ACh EC20, 100% = maximal ACh; in the data active = activation above about 19%, passing the limit was not always enough
CHRM1 antagonist: human CHRM1 antagonism; P11229; CHO-K1 hM1, Fluo-8 calcium fluorescence, ACh EC80 antagonist; inhibition, % at 3 µM; 360,000 compounds, 1.3% hits;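 active = percent inhibition above its own plate's cutoff, namely the mean of that plate's compound wells plus 3 SD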;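 note: peak over basal fluorescence ratio during 140 s after agonist addition; 0% = ACh EC80 plus DMSO and 100% = DMSO alone without agonist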
CHO-K1 Ca ag: counter-screen for M1 agonists: effect in parental CHO-K1 cells | Fluo-8 calcium fluorescence; scaled to maximal ATP response, vehicle zero | activation, % at 3 µM | 360,000 compounds, 0.48% hits | AID 602248; in the data active = activation above about 15%;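 note: untransfected CHO-K1 host cells lacking M1 receptor as counterscreen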
* = called active by the depositor; x = no result given; & = joins results of further samples.

A first look:
SMILES | CHO-K1 Ca antag | TAAR1 antag | TAAR1 ag | M1 ag | CHO-K1 Ca PAM | CHO parental Ca | M1 PAM | CHRM1 antagonist | CHO-K1 Ca ag
CCN(CC)CCNC(=O)c1c(O)c2ccccc2n(Cc2ccccc2)c1=O | -15 | -6 | 16 | -2 | 13 | 0 | -2 | -16 | 1.3
CC1=NN(c2ccccc2)C(=O)C1/C=C1/C(=O)NC(=O)N(c2cc(C)cc(C)c2)C1=O (stereo not given) | -10 | -7 | 13 | 1 | 15 | -18 | 11 | -12 | 0.9
COC(=O)C1=C(c2cccc(C#N)c2)C[C@@H]2CC[C@H]1N2C(=O)NC1CCCCC1 | -4 | 10 | 0 | -10 | 10 | -15 | 7 | 0 | -0.9
Cc1cc(C(=O)C[N+]23CCN(CC2)CC3)c(C)n1-c1ccc(Br)cc1 | -8 | -3 | 0 | -14 | 18 | 3 | -1 | -2 | 0.2

Results, from the first entry:
SMILES | CHO-K1 Ca antag | TAAR1 antag | TAAR1 ag | M1 ag | CHO-K1 Ca PAM | CHO parental Ca | M1 PAM | CHRM1 antagonist | CHO-K1 Ca ag
CCN(CC)CCNC(=O)c1c(O)c2ccccc2n(Cc2ccccc2)c1=O | -15 | -6 | 16 | -2 | 13 | 0 | -2 | -16 | 1.3
CC1=NN(c2ccccc2)C(=O)C1/C=C1/C(=O)NC(=O)N(c2cc(C)cc(C)c2)C1=O (stereo not given) | -10 | -7 | 13 | 1 | 15 | -18 | 11 | -12 | 0.9
COC(=O)C1=C(c2cccc(C#N)c2)C[C@@H]2CC[C@H]1N2C(=O)NC1CCCCC1 | -4 | 10 | 0 | -10 | 10 | -15 | 7 | 0 | -0.9
Cc1cc(C(=O)C[N+]23CCN(CC2)CC3)c(C)n1-c1ccc(Br)cc1 | -8 | -3 | 0 | -14 | 18 | 3 | -1 | -2 | 0.2
CP(=O)(Nc1ccccc1)C(Cl)(Cl)Cl (stereo not given) | 9 | -14 | 4 | -5 | -2 | -15 | 1 | 8 | 0.5
O=C(C(Cc1ccccc1)NS(=O)(=O)c1cccc2nsnc12)N1CCC2(CC1)OCCO2 (stereo not given) | -4 | 0 | 6 | -6 | 15 | -11 | 7 | -6 | 1.0
Cc1cc(N2CCN(C)CC2)nc2ccccc12 | -13 | -4 | -1 | -9 | -7 | -10 | -12 | 19 | 0.0
N#Cc1cc2c(nc1SCC(=O)Nc1ccc(Cl)cc1)C1CCN2CC1 | -6 | -4 | 24 | 0 | 5 | -17 | -5 | -1 | 6.7
COc1cc(C(c2c(O)c3ccccc3oc2=O)c2c(C)n(C)n(-c3ccccc3)c2=O)ccc1O (stereo not given) | -3 | 4 | 4 | -6 | 20 | -18 | 9 | -5 | 0.8
CN1CCCC1C(O)(c1ccccc1)c1ccccc1 (stereo not given) | -39 | -3 | 10 | -4 | 22 | -7 | -7 | 4 | 1.7
O=C(NC1CC2CCCC(C1)N2)c1ccccc1 (stereo not given) | -7 | -15 | 0 | -9 | 7 | -2 | -14 | 13 | 0.3
CC(=NC(C)c1ccccc1)c1c(O)[nH]c(=O)[nH]c1=O (stereo not given) | -10 | -4 | 7 | -4 | 15 | 4 | 10 | -8 | 3.1
C#C[C@]1(O)[C@H](O)CC2C3CC[C@H]4C[C@@H](O)CC[C@]4(C)C3CC[C@@]21C (stereo not given in full) | -11 | -9 | 10 | -3 | 19 | -10 | -3 | -9 | 1.8
CCOc1ccccc1CN1C2CCC1CC(c1ccc(C)cc1)C2 (stereo not given) | -12 | 21 | 19 | -7 | 21 | -8 | -19 | 18 | 7.8
O=C1CC(=O)N(c2ccc3c(c2)OCO3)C(=O)N1 | -18 | 11 | 5 | -3 | 25 | 2 | 2 | -15 | 0.7
CN1C(=O)C(=Cc2ccc(SC3CCCCC3)o2)C(=O)N(C)C1=O | -1 | 7 | 4 | -4 | 2 | -2 | 3 | 0 | 0.2
CCOC(=O)c1c(/N=C/c2c(O)n(-c3cccc(C)c3)c(=O)[nH]c2=O)sc2c1CCCC2 | -2 | -39 | 0 | -8 | 9 | -8 | 7 | -6 | 0.2
Cc1cc(/C=C2/C(=O)NC(=O)N(Cc3ccco3)C2=O)c(C)n1-c1ccccc1O | -2 | 15 | 3 | -1 | -3 | -10 | 17 | -17 | -0.2
CC1(C)C(=O)CC[C@@]2(C)C1=CCC1C2CC[C@]2(C)C(=O)CCC12 (stereo not given in full) | -14 | -5 | 2 | -3 | 19 | 10 | 2 | -13 | 0.5
O=c1[nH]c(=S)n(-c2ccccc2)c(O)c1C=NCc1ccccn1 | -3 | -20 | 4 | -7 | 9 | -7 | 6 | -4 | 0.3
CC(C)c1ccc(OCC(=O)N2CCN(C)CC2)c(Br)c1 | -1 | -8 | -1 | -9 | 17 | -9 | 14 | -4 | 0.8
CC1(C)C2([N+](=O)[O-])CN3CC1([N+](=O)[O-])CN(C2)C3c1ccccn1 (stereo not given) | -4 | -10 | 8 | -2 | -2 | -10 | 6 | -10 | -0.1
CN1CCN(CC(=O)Nc2ccc(Cl)cc2C(=O)c2ccccc2)CC1 | -9 | -5 | 2 | -6 | 11 | -6 | -1 | -20 | 0.7
Cc1ccc(C(C)C)c(OCC#CCN2CCCC2)c1 | -13 | -20 | 13 | -6 | 22 | -30 | -22 | 90* | 3.3
O=C(CCN1CCCCC1)Nc1ccc(Cl)cc1C(=O)c1ccccc1 | -10 | -14 | 2 | -10 | 24 | -14 | 3 | -7 | 3.3
CCOC(=O)C1=C(N)Oc2cc(C)oc(=O)c2C12C(=O)N1c3c(cc(OC)cc32)C(C)=CC1(C)C (stereo not given) | -13 | -5 | 10 | -5 | -14 | 1 | 6 | -9 | -0.2
COC(=O)c1nc(-c2ccc3c(n2)C(=O)C(N)=C(OC)C3=O)c(N)c(-c2ccc(OC)c(OC)c2O)c1C | -2 | -4 | 1 | -4 | -10 | -13 | 1 | 1 | -0.6
CCN(c1ccc(C(O)(C(=O)OC)C(F)(F)F)cc1)S(=O)(=O)c1ccccc1 (stereo not given) | -4 | 11 | 11 | -3 | 12 | 12 | -5 | -8 | 1.2
Cc1cccc(C2=NCC(=O)N(CC(=O)NCc3ccco3)c3sc4c(c32)CCCC4)c1 | 1 | -3 | 7 | -4 | 6 | -15 | 4 | 4 | 0.3
O=C(CN1CCN(Cc2cccc(Cl)c2)C1=O)N1CCC2(CC1)OCCO2 | -3 | -20 | 16 | -2 | 16 | -11 | 8 | -16 | 4.0
COc1ccc(N2C(=O)/C(=C/c3cc(C)n(-c4ccc(C)cn4)c3C)C(=O)NC2=S)c(OC)c1 | -1 | 3 | 5 | -5 | 8 | 7 | 1 | 3 | 0.6
COc1ccc(C(=O)C2CN(C)CC2c2ccc(Cl)cc2)cc1 (stereo not given) | -16 | -7 | 12 | -5 | 25 | -21 | -13 | 22 | 5.3
O=C(O)C1C2CCC(O2)C1C(=O)Nc1ccc(F)c(F)c1 (stereo not given) | -4 | -8 | 0 | -3 | 14 | 0 | 7 | -15 | 0.1
O=C1CCN(C(=O)C(Cl)Cl)N1 | 3 | 7 | 2 | -3 | 0 | -5 | -10 | 10 | 0.0
COc1ccc2c3c1OC1C(O)C=CC4[C@@H](C2)N(C)CC[C@]314 (stereo not given in full) | -4 | -20 | 4 | -8 | -3 | -8 | 1 | -5 | -0.3
CCCNC(=O)c1c(N)n(Cc2ccc3c(c2)OCO3)c2nc3ccccc3nc12 | -4 | x | x | -6 | 25 | -11 | 10 | -6 | 0.6
C[C@]12CC[C@H](O)CC1=C([N+](=O)[O-])CC1C2CC[C@@]2(C)C1CC[C@@H]2O (stereo not given in full) | 0 | 10 | 2 | -2 | 16 | -8 | 2 | -8 | 2.0
COC(=O)C1CN(C#N)N(c2ccc(Cl)cc2)C12c1ccccc1-c1ccccc12 (stereo not given) | -6 | x | x | -4 | 6 | -13 | -6 | -12 | 0.8
S=P(NC1CCCCC1)(N1CC1)N1CC1 | -13 | -22 | 0 | -4 | 15 | -5 | -1 | 8 | -0.3
CC(=O)Nc1ccccc1C(=O)OCC(=O)c1cccc2ccccc12 | -8 | 41 | 20 | 0 | 20 | -21 | -4 | 9 | 3.2
Cc1ccc(OP(=O)(Nc2cccc(C)c2)Oc2ccc(C)cc2)cc1 | -1 | 46 | 5 | -2 | -4 | -22 | 2 | 6 | 0.6
COc1cc(C2c3cc4c(c(O)c3CC3COC(=O)C32)OCO4)cc(OC)c1OC (stereo not given) | -4 | 50* | 15 | 2 | -7 | x | -15 | 10 | 3.8
Cc1cc(C)[n+](CCCC[n+]2c(C)cc(C)cc2C)c(C)c1 | -18 | -9 | 11 | -11 | 28 | -5 | -11 | 17 | 1.4
OCC1(CO)COC(c2cccnc2)N1 (stereo not given) | 2 | -9 | 6 | -2 | 3 | -3 | 3 | 2 | -0.2
CC(=NCCN1CCOCC1)c1c(O)n(C2CCCCC2)c(=O)[nH]c1=O | 0 | 0 | 11 | -5 | 10 | 9 | -2 | -2 | 0.5
COc1ccc(C2=NCc3nnc(C)n3-c3ccc(Cl)cc32)cc1Cl | 1 | -15 | 11 | 0 | 3 | -7 | 4 | -10 | 0.7
COc1ccc2[nH]cc(CCNCc3cccnc3)c2c1 | -3 | -7 | 1 | -5 | 11 | -2 | 2 | -14 | -0.2
CNC(=O)Oc1cccc(-c2cn3cc(Cl)ccc3n2)c1 | 4 | 9 | 3 | -1 | -4 | -12 | 27* | 9 | 0.4
Cc1ccc(OC(=O)N(C)C[C@H]2OCc3cnnn3CCCC(=O)N([C@@H](C)CO)C[C@H]2C)cc1 | -7 | 1 | 1 | -5 | 1 | x | 13 | -20 | -0.1
COc1cccc(N2CCN(Cc3ccc(Cl)cc3)CC2)c1 | -8 | x | x | -8 | 13 | -10 | 1 | -12 | 0.0
O=c1[nH]c(=S)n(-c2ccc(Cl)cc2)c(O)c1C=Nc1ccc(N2CCOCC2)cc1 | 6 | 15 | 16 | 3 | -10 | -3 | 1 | 1 | 5.9
C[C@H](NC(=O)N1C[C@H]2C[C@@H](C1)c1cccc(=O)n1C2)C(=O)Nc1ccc(F)c(F)c1 | -1 | -21 | 1 | -4 | -8 | -8 | 3 | -17 | 0.1
O=S1(=O)NCC2(CC2)CN1Cc1ccccc1 | -7 | -10 | 2 | x | 8 | x | x | x | 1.0
CC1N(O)C2CCCCCC2N1O (stereo not given) | 0 | -19 | 2 | -3 | -7 | -5 | 0 | 1 | 0.0
C[C@H]1CCC/C=C/[C@@H]2C[C@H](O)C[C@H]2[C@H](O)/C=C/C(=O)O1 | 1&-12 | -12&-15 | 1&1 | -2&-2 | -6&13 | 4&-7 | 2&0 | -21&-24 | 0.6&0.0
CCN(CC)P(=O)(Oc1ccccc1)Oc1ccccc1 | -4 | -18 | 23 | -4 | 16 | -26 | 10 | -18 | 0.3

Bioassay records as filed in PubChem BioAssay.

The list is partial. The share of hits here may be higher or lower than overall.
